# High-throughput results as filed in PubChem BioAssay.
# KCNQ1 act: human KCNQ1 channel potentiation or activation; P51787; CHO-K1 KCNQ1, thallium flux FluxOR fluorescence; active compounds read high; B-score at 10 µM; actives 0.35% (n = 310,000); AID 2648;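 active = fluorescence ratio B-score, a plate-corrected score, at least three library SD, with initial intensity B-score within 5 SD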
# Target sequence (P51787 whole entry, looked up): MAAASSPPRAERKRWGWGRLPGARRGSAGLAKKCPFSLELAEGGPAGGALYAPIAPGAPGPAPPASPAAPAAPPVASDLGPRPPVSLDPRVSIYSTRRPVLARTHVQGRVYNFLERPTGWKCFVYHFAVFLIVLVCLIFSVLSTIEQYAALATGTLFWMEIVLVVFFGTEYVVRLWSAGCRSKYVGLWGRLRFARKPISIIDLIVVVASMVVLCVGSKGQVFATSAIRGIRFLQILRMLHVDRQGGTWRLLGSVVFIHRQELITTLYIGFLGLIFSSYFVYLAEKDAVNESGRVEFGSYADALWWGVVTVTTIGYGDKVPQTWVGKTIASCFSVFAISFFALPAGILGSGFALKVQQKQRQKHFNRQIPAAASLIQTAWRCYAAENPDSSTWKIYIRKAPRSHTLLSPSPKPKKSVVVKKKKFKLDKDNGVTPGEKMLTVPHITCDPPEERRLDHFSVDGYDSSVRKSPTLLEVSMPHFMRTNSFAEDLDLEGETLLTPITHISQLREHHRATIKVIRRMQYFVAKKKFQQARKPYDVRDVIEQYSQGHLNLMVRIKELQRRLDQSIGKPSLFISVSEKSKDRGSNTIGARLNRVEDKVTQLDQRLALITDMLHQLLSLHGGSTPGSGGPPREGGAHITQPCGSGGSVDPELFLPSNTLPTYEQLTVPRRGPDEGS
#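 Doses: Single concentration per compound, DMSO matched to controls | Test system: KCNQ1-transfected CHO-K1 cells | Timing: 90 min dye loading and 20 min compound exposure, both at room temperature | Measured by: Kinetic FluxOR thallium fluorescence, 10-s 1-Hz baseline, 110-s post-stimulus read | Medium: Assay buffer with matched DMSO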
# KCNK9 inh: human KCNK9 channel inhibition. HEK293 KCNK9, FluxOR thallium flux fluorescence; active compounds read low. B-score at 10 µM. actives 1.2% (n = 310,000). AID 488922;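 active = ratio B-score over 3 SD below the library mean, with starting fluorescence within 5 SD of its mean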;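 also: negative B-score means less thallium flux so channel inhibition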
# Target sequence (Q9NPC2 whole entry, looked up): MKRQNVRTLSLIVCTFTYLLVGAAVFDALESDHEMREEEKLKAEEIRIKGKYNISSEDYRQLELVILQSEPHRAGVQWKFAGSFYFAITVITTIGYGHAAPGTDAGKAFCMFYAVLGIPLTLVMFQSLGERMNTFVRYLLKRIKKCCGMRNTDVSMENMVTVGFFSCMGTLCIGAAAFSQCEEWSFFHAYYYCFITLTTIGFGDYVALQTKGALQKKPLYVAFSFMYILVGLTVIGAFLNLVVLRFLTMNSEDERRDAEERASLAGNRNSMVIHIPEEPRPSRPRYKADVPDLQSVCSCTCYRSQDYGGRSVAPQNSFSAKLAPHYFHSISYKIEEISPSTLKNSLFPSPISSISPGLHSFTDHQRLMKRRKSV
# TRPC4 potent: allosteric potentiators of mouse TRPC4 channel | AID 2227 | B-score at 10 µM | Q9QUQ5 | HEK293 TRPC4beta/mu-opioid, DAMGO EC20, Fluo-4 Ca2+ flux; active compounds read high | actives 0.42% (n = 310,000);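 active = B-score of calcium response area above 5 SD of library B-scores, with initial fluorescence ratio within 5 SD of library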;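 also: B-score of integrated fluorescence ratio over time as area under calcium response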
# KCNQ1 inh: human KCNQ1 channel inhibition; P51787; CHO-K1 KCNQ1, FluxOR thallium flux fluorescence; active compounds read high; B-score at 10 µM; actives 1.3% (n = 310,000); AID 2642;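 active = compounds whose thallium flux B-score, printed positive for inhibition, exceeds three library SD while starting fluorescence stays within three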;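 also: channel opened by potassium depolarization with thallium stimulus after 20 min compound exposure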
# DYRK1A inh: Dyrk1A (rat) kinase inhibition. inhibition, % at 12.5 µM. Q63470. actives 0.43% (n = 310,000). AID 504441. ADP-Glo luminescence, NFATc1 peptide; in the data active = inhibition above about 50%;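 also: plate controls were vehicle with enzyme for no effect and no enzyme for full effect; many of its hits are not listed in these tables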
# ANO1 activ: mouse TMEM16A channel activation, primary screen; AID 623877; B-score at 10 µM; actives 0.3% (n = 340,000); HEK293 TMEM16A/YFP-H148Q/I152L, iodide quench fluorescence; active compounds read low; Q8BHY3;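 active = fluorescence-ratio B-score plate-corrected deviation score at least 3 library SD below zero, with starting fluorescence score within 5 deviations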;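 also: channel opened by trigger with iodide after compound preincubation; score built on the fluorescence ratio of max minus min over baseline; more negative score means more quench and so TMEM16A activation or potentiation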
# ANO1 block: blocks the mouse calcium-activated chloride channel TMEM16A. Q8BHY3. HEK293 TMEM16A/YFP iodide influx fluorescence, ionomycin. normalized B-score (activity score, 25-100; higher = stronger inhibition) at 10 µM. actives 1.2% (n = 310,000). AID 588511;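 active = ratio plate-corrected score three or more library SD toward inhibition, starting fluorescence score within five deviations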;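 also: score derived from kinetic fluorescence span divided by baseline fluorescence per well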
# hERG rescue: shields human hERG channel from block by proarrhythmic agents. activation (rescue from dofetilide block), less the hit threshold, % at 10 µM. actives 0.51% (n = 310,000). CHO-hERG, FluxOR thallium flux, dofetilide IC70 present. AID 1511;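 active = activation above the mean of controls blocked by dofetilide plus 5 SD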;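 also: thallium influx through hERG after potassium depolarization seen as dye fluorescence rise; in these data hits start at about 4.7%; inactives centre near -7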
# TRPC4 act: TRPC4 (mouse) channel activation | Q9QUQ5 | HEK293 TRPC4beta/mu-opioid, Fluo4 calcium fluorescence; active compounds read high | B-score at 10 µM | actives 0.49% (n = 310,000) | AID 2237;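 active = B-score above 5 SD of library B-scores, and initial fluorescence ratio not above library mean plus 5 SD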;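 also: positive B-score marks a calcium rise read as TRPC4 activation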
#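 Material: HEK293 stable line with TRPC4beta plus mu-opioid receptor; technique: Fluo4 calcium-sensitive dye fluorescence, kinetic, 1 Hz baseline; timing: Fluo4 dye loading 45 min at room temperature, 110 s recording; controls: assay buffer as low control, maximal DAMGO as high control; read-out: integrated baseline-normalised fluorescence ratio, converted to per-well B score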
# KCNK3 inh: human KCNK3 channel inhibition, primary screen. B-score at 10 µM. CHO-KCNK3 thallium flux, FluxOR fluorescence; active compounds read low. O14649. actives 0.84% (n = 340,000). AID 602410;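 active = B-score under library mean minus 4 SD, starting fluorescence ratio at most library mean plus 5 SD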;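 also: more negative B-score means stronger inhibition of thallium flux through KCNK3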
# HDAC3 inh: inhibitors of human histone deacetylase 3. AID 2718. recombinant HDAC3, fluorogenic peptide/trypsin coupled, fluorescence. inhibition, % at 8.3 µM. actives 0.15% (n = 320,000); in the data active = inhibition above about 26%, passing the limit was not always enough
# An asterisk follows results filed as active; i = inactive; nt = no result given. Only part of the results is shown; count on the stated rates, not on these rows.
SMILES,KCNQ1 act,KCNK9 inh,TRPC4 potent,KCNQ1 inh,DYRK1A inh,ANO1 activ,ANO1 block,hERG rescue,TRPC4 act,KCNK3 inh,HDAC3 inh
OC1C=CSc2nc3ccccc3n21 (stereo not drawn),i,i,i,i,1,i,i,-9,i,i,3
O=[N+]([O-])c1ccc(S(=O)(=O)N2CCN(C3CCN(Cc4ccccc4)CC3)CC2)cc1,i,i,i,i,-4,i,i,-8,i,i,0
O=C(O)C1Oc2cc3ccccc3cc2O1,i,i,i,i,nt,i,i,-12,i,i,-2
COc1ccc(OC)c(CN2CCC(CO)(CCOc3ccccc3)CC2)c1,i,i,i,i,-4,i,i,-17,i,i,4
Cc1cccc(N2CC(C(=O)Nc3nnc(SCCC4OCCO4)s3)CC2=O)c1 (stereo not drawn),i,i,i,i,0,i,i,-6,i,i,9
Cc1cc(C)cc(C(=O)NC(CC(N)=O)c2ccc(NCCN3CCOCC3)c([N+](=O)[O-])c2)c1 (stereo not drawn),i,i,i,i,0,i,i,-6,i,i,3
O=[N+]([O-])c1ccc2nc(-c3ccc(Cl)cc3)[nH]c2c1,i,i,i,6*,33,i,i,-8,i,i,3
O=C(O)COc1ccccc1/C=N/NC(=O)COc1ccc(-c2ccccc2)cc1,i,i,i,i,2,i,i,-13,i,i,-11
N#CCSc1nnc(C2CCCCC2)n1-c1ccccc1,i,i,i,i,-5,i,i,-11,i,i,8
CSc1nc2nc(C)cc(-c3ccccc3)n2n1,i,i,i,i,5,i,i,-6,i,i,-2
Cc1ccc(NC(=O)NC(=O)CN2C(=O)NC3(CCCCCCC3)C2=O)c(C)c1,i,i,i,i,-5,i,i,-9,i,i,4
CCn1c(CNc2ccc(Cl)cc2)nnc1SCC(=O)NCc1ccccc1,i,i,i,i,-4,i,i,-2,i,i,2
COC(=O)/C=C/C(=O)N1CCN(c2cccc(Cl)c2)CC1,i,i,i,i,nt,nt,i,-4,i,nt,-1
CSc1nc2ccc(NC(=O)c3ccccn3)cc2s1,i,i,i,i,0,i,i,-2,i,i,-1
Cc1ccc(C2=[N+]([O-])C3(CCCCC3=O)N(O)C2(C)C)cc1 (stereo not drawn),i,i,i,i,-2,i,i,-7,i,i,4
Cc1cccn2c(CNCC3(c4ccccc4)CCCC3)c(C(=O)N3CCOCC3)nc12,i,i,i,i,-6,i,i,-12,i,i,-3
Cc1nn2c(-c3cccc(NC(=O)CN4CCOCC4)c3)nnc2c2ccccc12,i,i,i,i,nt,nt,i,-8,i,nt,2
Cc1noc(C)c1C(=O)N1CCN(c2cccc(Cl)c2)CC1,i,i,i,i,-1,i,i,1,i,i,8
CC(C)c1cccc(C(C)C)c1NC(=O)c1ccc(OCC(=O)NCc2ccccc2)cc1,i,i,i,i,nt,nt,i,-4,i,nt,7
c1ccc(-c2nnnc3ccccc23)cc1,i,i,i,i,-5,i,i,-4,i,i,-2
CCCN1CN(c2ccccc2)C(=S)N(c2ccccc2)C1,i,i,i,i,6,i,i,-6,i,i,10
CC(C)C(OC(=O)c1nsc(Cl)c1Cl)C(=O)NC(C)(C)C (stereo not drawn),i,i,i,i,-3,i,i,-5,i,i,12
CCOc1ccccc1OCCCC(=O)N(C)CC(=O)Nc1cc(C)ccc1C,i,i,i,i,0,i,i,-12,i,i,4
COc1cccc(NC(=O)c2cc(OC)c(OC)c(OC)c2Br)c1,i,i,i,i,0,i,i,-22,i,i,3
CC(CN1CCCC1)OC(=O)c1ccc(Cl)cc1 (stereo not drawn),i,i,i,i,0,i,i,-4,i,i,-3
NC(=O)c1c(NC(=O)CN2C(=O)CCC2=O)sc2c1CCCCC2,i,i,i,i,9,i,i,-8,i,i,8
COc1cc(C2N(C)CCC3(OCCO3)C2(C)C)cc(OC)c1OC (stereo not drawn),i,i,i,i,-7,i,i,-8,i,i,3
N#Cc1nc(COc2ccc(Br)cc2)oc1NCCN1CCOCC1,i,i,i,i,-2,i,i,-8,i,i,3
CCN(CC1COc2ccccc2O1)C(=S)Nc1ccccc1 (stereo not drawn),i,i,i,i,15,i,i,-12,i,i,5
CCC(C(=O)Nc1ccon1)c1ccccc1 (stereo not drawn),i,i,i,i,-7,i,i,-13,i,i,5
Cn1c(Cn2nnc3ccccc32)nnc1SCC(=O)c1ccc(F)cc1,i,i,i,i,4,i,i,-6,i,i,-4
COc1c(Cl)cnn(-c2ccc(Cl)c(Cl)c2)c1=O,i,i,i,i,9,i,i,-6,i,i,-2
Cc1ccccc1NC(=O)N1CCN(c2ncccn2)CC1,i,i,i,i,2,i,i,-1,i,i,-12
CCCCNC(=O)CN1C(=O)NC2(CCCc3ccccc32)C1=O (stereo not drawn),i,i,i,i,0,i,i,-5,i,i,-1
COc1ccc(NC(=O)CNC(=O)Cn2c(C)cc3ccccc3c2=O)cc1OC,i,i,i,i,nt,i,i,-12,i,i,3
Cc1cccc(N2CCN(c3ccc(NC(=O)/C=C\C(=O)O)cc3)CC2)c1,i,i,i,i,1,i,i,-7,i,i,1

# Record cards, as listed above.
# Listed for CC(C)c1cccc(C(C)C)c1NC(=O)c1ccc(OCC(=O)NCc2ccccc2)cc1 = KCNQ1 act: i; KCNK9 inh: i; TRPC4 potent: i; KCNQ1 inh: i; DYRK1A inh: nt; ANO1 activ: nt; ANO1 block: i; hERG rescue: -4; TRPC4 act: i; KCNK3 inh: nt; HDAC3 inh: 7
# Listed for CCCN1CN(c2ccccc2)C(=S)N(c2ccccc2)C1 = KCNQ1 act: i; KCNK9 inh: i; TRPC4 potent: i; KCNQ1 inh: i; DYRK1A inh: 6; ANO1 activ: i; ANO1 block: i; hERG rescue: -6; TRPC4 act: i; KCNK3 inh: i; HDAC3 inh: 10

# Continuation.
SMILES,KCNQ1 act,KCNK9 inh,TRPC4 potent,KCNQ1 inh,DYRK1A inh,ANO1 activ,ANO1 block,hERG rescue,TRPC4 act,KCNK3 inh,HDAC3 inh
Cc1ccccc1-c1noc(N)c1C#N,i,i,i,i,7,i,i,-5,i,i,0
COC(=O)c1nc2ccc(C)cn2c1F,i,i,i,i,1,i,i,-1,i,i,2
Cc1noc(C)c1C(=O)NCCc1c(C)[nH]c2ccccc12,i,i,i,i,-6,i,i,-5,i,i,-1
CC(=O)NC(Cc1ccccc1C)C(=O)NC1CCN(C(=O)c2cccc(C)c2)CC1 (stereo not drawn),i,i,i,i,1,i,i,-6,i,i,-4
Cc1ccc(-n2c(C)cc(C(=O)COc3c(CO)cc(F)cc3CO)c2C)cc1C,i,i,i,i,-31,i,25*,-18,i,i,10
CN1CCc2c(sc(NC(=O)Cc3ccccc3)c2C(N)=O)C1,i,i,i,i,3,i,i,-5,i,i,-1
CC(C)(C)NC(=O)CSc1nc2ccc(NC(=O)CSc3nnnn3Cc3ccccc3)cc2s1,i,i,i,i,-6,i,i,-7,i,i,-2
COC(=O)c1ccc(C(=O)OC)c(NC(=S)N2CCCC2)c1,i,i,i,i,-2,i,i,-5,i,i,8
Oc1c(C(c2cccc(F)c2)N2CCN(Cc3ccccc3)CC2)sc2ncnn12 (stereo not drawn),i,i,i,i,1,i,i,-11,i,i,7
CCc1cc2c(=O)[nH]c(-c3ccccn3)nc2s1,i,i,i,i,1,i,i,-3,i,i,3
O=[N+]([O-])c1ccc(Oc2ccc(/C=N/O)cc2)nc1,i,i,i,i,1,i,i,-20,i,i,3
CCC1CCCCN1C(=S)NC(=O)c1cc(S(=O)(=O)N2CCOCC2)ccc1C (stereo not drawn),i,i,i,i,3,i,i,-8,i,i,-5
CC(=O)Nc1cc(NC(C)=O)ncn1,i,i,i,i,6,i,i,-6,i,i,3
CCc1ccc(C(=O)NNC(=O)c2ccc3c(=O)n4c(nc3c2)CCC4)cc1,i,i,i,i,-5,i,i,-10,i,i,4
COc1ccc(C/C(N)=N/OC(=O)c2ccc(Cl)cc2)cc1,i,i,i,i,0,i,i,-10,i,i,-3
CCCOc1ccc(C2C(C(=O)c3ccc(C)o3)=C(O)C(=O)N2CCN2CCOCC2)cc1OC (stereo not drawn),i,i,i,i,8,i,100*,-17,i,i,2
COc1ccc(C2NC(=O)c3ccccc3O2)cc1 (stereo not drawn),i,i,i,i,5,i,i,-7,i,i,-1
Cc1c(CNCCc2ccc(Cl)cc2)c(C(=O)O)c(C)n1-c1ccccc1,i,i,i,i,7,i,nt,-9,i,i,nt
O=S(=O)(c1cccc(C(F)(F)F)c1)N1CCN(C(=S)NC2CC2)CC1,i,i,i,i,2,i,i,-8,i,i,-1
O=C(NC(=S)N1CCCC(C(F)(F)F)C1)c1ccc(F)cc1 (stereo not drawn),13*,i,i,i,6,i,i,11*,i,i,-5
CCCNC(=O)Cn1c(=O)n(C)c2ccccc21,i,i,i,i,-3,i,i,-9,i,i,0
CC(=O)Nc1ccc(S(=O)(=O)N2CCC(NC(=O)C(Cc3cccc(F)c3)NC(C)=O)CC2)cc1 (stereo not drawn),i,i,i,i,-8,i,i,-7,i,i,-2
CCOc1ccc(NC(=O)c2nsc(Cl)c2Cl)cc1,i,i,i,i,nt,i,i,-14,i,i,-7
COc1ccccc1CNC(=O)COC(=O)c1cc(S(=O)(=O)N2CCOCC2)ccc1Cl,i,i,i,i,4,i,i,-7,i,i,-5
Cc1cc(C)nc(N2CCC(C(=O)NNC(=O)c3ccc(Cl)cc3)CC2)n1,i,i,i,i,2,i,i,-5,i,i,2
COc1c(Br)cc([N+](=O)[O-])c(OC)c1C(=O)NC(=O)Nc1cc(Cl)cc(Cl)c1,i,i,i,i,-1,i,i,-6,i,i,-1
O=C(Nc1cccc2ccccc12)N1CCCN(c2c(Cl)cncc2Cl)CC1,i,i,i,i,nt,i,i,-10,i,i,nt
COc1cc(CN2CCNC(=O)C2CC(=O)N2CCCN(C(C)=O)CC2)cc(OC)c1 (stereo not drawn),i,i,i,i,nt,i,i,-6,i,i,3
COC(=O)c1c(C)noc1-c1snnc1C,i,i,i,i,nt,i,i,-4,i,i,nt
Cc1cccc(Cn2c(=O)oc3ccc(C)cc32)c1,i,i,i,i,-3,i,i,2,i,i,0
CCOc1ccc(N(CC(=O)NC2CCCCC2)C(=O)Cn2nnc(-c3ccc(C)o3)n2)cc1,i,i,i,i,-5,i,nt,-4,i,i,nt
COc1cccc(CC(=O)Nc2sc3c(c2C(N)=O)CCCC3)c1,i,i,i,i,-3,i,i,-5,i,i,-1
CC1CC(C)CN(c2cc3c(cc2[N+](=O)[O-])C(=O)N(c2ccccc2)C3=O)C1 (stereo not drawn),i,i,i,i,5,i,i,-7,i,i,-4
